High-throughput results deposited in PubChem by several laboratories.
14-3-3 Bad inh = disrupts binding of bovine 14-3-3 zeta to phospho-Bad peptide; 220,000 tested, 0.71% active; inhibition, % at 21.7 µM; P63103; TR-FRET 14-3-3zeta/Dy647-pBad peptide displacement, 1 h; AID 781;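 active = inhibition above about 70%, limit read from the data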;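 also: 0% = full 14-3-3 plus peptide FRET controls and 100% = background without 14-3-3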
Target sequence (P63103 whole entry, looked up): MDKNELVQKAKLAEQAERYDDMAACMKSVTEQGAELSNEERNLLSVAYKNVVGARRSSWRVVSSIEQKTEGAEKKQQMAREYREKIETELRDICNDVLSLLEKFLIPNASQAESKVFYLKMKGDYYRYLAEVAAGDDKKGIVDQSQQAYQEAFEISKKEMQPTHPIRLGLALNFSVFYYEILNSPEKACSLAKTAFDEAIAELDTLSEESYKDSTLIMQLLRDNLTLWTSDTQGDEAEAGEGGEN
EP2 antag = inhibitors of human EP2 prostaglandin E2 receptor; C6 glioma cells expressing human EP2, cAMP TR-FRET; cells stimulated with saturating PGE2; inhibition, % at 25 µM; 260,000 tested, 0.52% active; AID 1422;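 active = percent inhibition above 40 after rounding to a whole number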;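 also: rat C6 glioma host cells with rolipram phosphodiesterase inhibitor present; the protocol text gives 20 µM as final concentration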
TRPML3 ag = activates the human TRPML3 channel. Q8TDD5. 220,000 tested, 0.29% active. HEK293 TRPML3-YFP, Fluo-8 calcium fluorescence; 100% = the carbachol control signal. activation, % at 3 µM;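 active = activation above its plate's cutoff, the mean activation of the plate's test wells plus 3 SD, cut at about 12% in these data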;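 also: 0% = DMSO only wells and 100% = carbachol wells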
Target sequence (Q8TDD5 whole entry, looked up): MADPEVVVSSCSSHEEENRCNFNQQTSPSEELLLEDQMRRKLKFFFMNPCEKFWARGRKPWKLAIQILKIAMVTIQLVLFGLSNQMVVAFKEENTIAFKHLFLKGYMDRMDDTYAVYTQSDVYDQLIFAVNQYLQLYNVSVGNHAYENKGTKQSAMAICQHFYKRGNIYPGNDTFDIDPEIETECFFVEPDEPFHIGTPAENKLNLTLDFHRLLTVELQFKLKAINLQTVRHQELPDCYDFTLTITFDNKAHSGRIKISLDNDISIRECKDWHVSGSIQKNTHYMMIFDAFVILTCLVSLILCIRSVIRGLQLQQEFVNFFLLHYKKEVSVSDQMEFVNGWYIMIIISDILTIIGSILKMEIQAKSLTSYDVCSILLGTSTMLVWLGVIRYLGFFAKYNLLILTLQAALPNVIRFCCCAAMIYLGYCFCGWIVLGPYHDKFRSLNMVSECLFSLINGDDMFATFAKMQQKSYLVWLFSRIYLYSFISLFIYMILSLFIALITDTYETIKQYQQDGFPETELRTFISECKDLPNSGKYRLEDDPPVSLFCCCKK
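Test system: HEK293 cells stably carrying human TRPML3-YFP; Doses: single dose, 3 µM final nominal compound, 0.3% DMSO final; Schedule: dye loading 1 h 37 °C then 30 min ambient, 125 s read; Technique: Fluo-8 calcium fluorescence; Benchmarks: high control carbachol 87 µM, low control DMSO.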
NPY-Y1 antag = NPY-Y1 (human) receptor antagonism. 200,000 tested, 1% active. inhibition, % at 3.6 µM. HEK293-CNG Y1 cells, membrane potential fluorescence; NPY at EC95, then isoproterenol. P25929;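 active = inhibition above the campaign mean inhibition of all tested compounds plus 3 SD, cut at about 20% in these data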;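 also: 0% = DMSO wells given NPY plus isoproterenol and 100% = isoproterenol alone without NPY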
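material = HEK293 cells with Y1 receptor plus CNG channel | also added = NPY 25 nM then isoproterenol 1 µM plus Ro 20-1724 25 µM | schedule = dye 3 h, compound 60 min room temperature, stimulation 45 min | measured by = membrane potential fluorescence | benchmarks = high control isoproterenol alone, low control NPY with isoproterenol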
CHOP inhibitor = inhibitors of CHOP induction in ER stress response; CHO-K1 CHOP-promoter luciferase, tunicamycin-induced, 15-18 h; inhibition, % at 10 µM; 220,000 tested, 3.8% active; AID 2732;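 active = compounds that reduced the stress-induced luciferase reporter signal by more than about 70% of percent inhibition, limit read from the data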;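 also: 0% = tunicamycin plus vehicle and 100% = wells without tunicamycin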
NPY-Y1 PAM-ag = human NPY-Y1 potentiation or agonism, primary screen. NPY-Y1 expressing cells, potentiator/agonist activation. 220,000 tested, 0.37% active. activation, % at 3.6 µM. P25929; in the data active = activation above about 33%, passing the limit was not always enough;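 also: cells stimulated with NPY at EC10 then isoproterenol at EC100; 0% = low agonist plus stimulus and 100% = saturating agonist plus stimulus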
TRPN1 ag = agonists of zebrafish TRPN1 channel | HEK293 zebrafish TRPN1-YFP, Fluo-8 calcium fluorescence; 100% = response to 87 µM carbachol | activation, % at 3 µM | 220,000 tested, 0.18% active | AID 1424;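 active = activation above its plate's cutoff, the mean activation of test wells on that plate plus 3 SD, cut at about 19% in these data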;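 also: 0% = DMSO alone and 100% = 87 µM carbachol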
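Control set: carbachol 87 µM as high control, DMSO as low control; system: HEK293 stable line with zebrafish TRPN1-YFP; read-out: % activation versus carbachol response; detection: intracellular calcium fluorescence with Fluo-8; doses: single test compound dose, 3 µM nominal, 0.3% DMSO; schedule: dye 1 h 37 °C plus 30 min RT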
PPC-1+TRAIL kill = PPC-1 cancer cell killing with TRAIL present. PPC-1 cells + TRAIL, ATPLite viability luminescence. 220,000 tested, 0.41% active. AID 1443. cell killing (% activity), % at 4 µM;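 active = cell killing above 50% in the first pass at 4 µM, then a duplicate retest at 5 µM averaging 50% or more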;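 also: plate controls were cells with TRAIL plus DMSO for no effect and medium-only wells lacking cells for full effect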
EP2 mod = modulates human prostaglandin E2 receptor EP2 signaling; P43116; EP2-expressing cells, cAMP HTRF FRET, PGE2 co-stimulation; induction, % at 25 µM; 260,000 tested, 0.83% active; AID 940;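 active = compounds whose cAMP rise, as percent of the full-agonist control response, exceeds 60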;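 also: rat C6 glioma line stably carrying human EP2 under a CMV promoter; the protocol text gives 20 µM as final concentration; 100% = response of wells given 1 µM PGE2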
Numbers without * were called inactive; nt = no result given; & = joins results of further samples; [ ] = dose if it differs, or a comment. A portion of the library; the hit share may differ from the screen's.

Values run as follows: 14-3-3 Bad inh	EP2 antag	TRPML3 ag	NPY-Y1 antag	CHOP inhibitor	NPY-Y1 PAM-ag	TRPN1 ag	PPC-1+TRAIL kill	EP2 mod
1	CCc1ccc2c(c1)C(c1cccs1)=NNC(c1cccnc1)=N2
 : -1	1	0.0	5	34	-6	0.4	-3	6
2	O=c1[nH]c(C2CCCN(S(=O)(=O)c3ccc(F)cc3)C2)nc2c1nnn2Cc1ccccc1 (configuration not stated)
 : 5	3	0.2	-5	90*	-6	-0.5	20	23
3	O=C(NCCc1cccs1)C1CC(c2ccc([N+](=O)[O-])cc2)=NO1 (configuration not stated)
 : 17	18	-0.8	2	-41	12	-0.3	34	-10
4	NS(=O)(=O)c1ccc(CCNC2CC(=O)N(Cc3ccccc3)C2=O)cc1 (configuration not stated)
 : -2	6	0.2	5	-15	5	0.8	20	-44
5	O=C(NCC1CCCO1)C1CC(c2ccccc2Cl)=NO1 (configuration not stated)
 : 2	10	0.1	-2	1	-14	-0.3	-11	0
6	COc1ccc(NC(=O)c2ccc(S(=O)(=O)N(C)C)cc2)cc1
 : -15	5	1.0	6	1	1	0.3	-7	0
7	Cc1occc1C(=O)NCCc1ccc(Cl)cc1
 : -1	6	-0.2	3	59	1	2.1	-13	4
8	CN1C(=O)Cc2cc(S(=O)(=O)NCc3cccs3)ccc21
 : 0	8	-0.3	3	-6	13	-1.3	35	0
9	CC(NS(=O)(=O)c1ccc(OCC(=O)Nc2cccc([N+](=O)[O-])c2)cc1)c1ccccc1 (configuration not stated)
 : -4	5	0.9	-6	-12	14	1.2	6	-8
10	COC(=O)CSc1nnc(CSc2nc(C)cc(C)n2)o1
 : -4	9	0.0	-6	3	-30	0.8	18	32
11	Cc1noc(C)c1N=Nc1ccc(Br)cc1C(=O)O
 : 6	5	0.5	3	14	-30	0.0	31	-21
12	O=C(COC(=O)c1ccc(Cl)nc1)Nc1ccc2c(c1)OCO2
 : -8	9	1.2	2	17	-11	2.7	3	-43
13	Cc1cc(C)c(S(=O)(=O)n2ccc3ccccc32)c(C)c1
 : -18	nt	0.2	11	70	-7	-1.3	18	-72
14	Cc1cccc(NC(=O)CCC(=O)N/N=C/c2ccco2)c1C
 : -13	8	-1.1	-1	2	-6	-0.8	17	24
15	Cc1[nH]c2ccc(-c3n[nH]c(=S)n3C)cc2c1C
 : -20	14	1.0	4	22	-2	0.6	-19	-2
16	CC(=O)c1cnc(Nc2cccc(Cl)c2Cl)s1
 : 8	8	-0.4	0	-20	-7	-0.4	-4	-23
17	NS(=O)(=O)c1ccc(NC(=O)CSc2ccccn2)cc1
 : nt	9	0.3	-4	6	23	0.2	7	-9
18	COc1ccc(NC(=S)N2CCC(C(=O)c3ccc(C)cc3)CC2)c(OC)c1
 : -14	4	0.5	0	54	-4	-0.6	11	-3
19	CC1CCN(S(=O)(=O)c2ccc3c(c2)c(=O)c(C(=O)NCc2ccccc2Cl)cn3C)CC1
 : -2	6	0.9	0	31	3	-0.4	0	6
20	COc1ccc(/C=N/OCC(=O)N2CC3(C)CC2CC(C)(C)C3)cc1OC (configuration not stated)
 : 4	13	0.9	5	34	-21	2.5	14	-4
21	NCC(c1ccccc1)(c1ccccc1)c1ccccc1
 : -12[fluorescence artefact?]	4	0.9	5	39	0	-0.1	-1	19
22	COc1cc(/C=N\NC(=O)c2c(C)nc3cc(C)ccn23)ccc1O
 : -1	7	-0.4	4	-1	3	0.2	1	-7
23	Cc1ccc(S(=O)(=O)N2CCN(CCO)CC2)cc1-c1nnc2c3ccccc3c(C)nn12
 : nt	5	0.6	11	nt	-40	0.1	nt	nt
24	O=C(COC(=O)c1c(Cl)cccc1Cl)Nc1ccccc1Br
 : 3	2	-0.1	8	44	-14	-2.4	-9	-2
25	CCCn1c(=O)c2c(nc3n2CCS3)n(C)c1=O
 : -5	6&7	1.5	2	-3	-6	1.9	15	-22&9
26	C=CCn1c(SCC(=O)Nc2nc(C)cs2)nnc1C(NC(=O)c1ccccc1)C(C)C (configuration not stated)
 : 1	2	-0.3	-1	17	-2	-0.6	12	21
27	CCCc1nc2ccccc2c(=O)n1NC(=O)c1c(O)c2ccccc2n(C)c1=O
 : -14	5	0.1	3	54	8	1.6	12	29
28	O=C(N/N=C/c1cccn1-c1ccc([N+](=O)[O-])cc1)c1cccnc1
 : -2	1	0.0	nt	28	-44	-0.2	18	-11
29	O=C(NC1CC2CCCC(C1)N2C(=O)NCc1ccccc1)C1CC1 (configuration not stated)
 : -3	8	1.4	-2	24	3	0.6	9	-4
30	CC(C)CC(NC(=O)c1ccc(C#CC(C)(C)O)s1)C(=O)O (configuration not stated)
 : 8	9	1.0	2	-10	19	2.4	2	10

Overlap with the part before: 2 entries, then new ones.
Values run as follows: 14-3-3 Bad inh	EP2 antag	TRPML3 ag	NPY-Y1 antag	CHOP inhibitor	NPY-Y1 PAM-ag	TRPN1 ag	PPC-1+TRAIL kill	EP2 mod
29	O=C(NC1CC2CCCC(C1)N2C(=O)NCc1ccccc1)C1CC1 (configuration not stated)
 : -3	8	1.4	-2	24	3	0.6	9	-4
30	CC(C)CC(NC(=O)c1ccc(C#CC(C)(C)O)s1)C(=O)O (configuration not stated)
 : 8	9	1.0	2	-10	19	2.4	2	10
31	COc1ccc(NC(=S)NC(NC(C)=O)C(Cl)(Cl)Cl)c([N+](=O)[O-])c1 (configuration not stated)
 : 6	8	-0.4	2	1	-23	1.2	15	-8
32	CSc1ccccc1-c1nnc(-c2ccc(Cl)c(Cl)c2)o1
 : -5	7	0.0	-8	20	-12	-0.5	0	36
33	COC(=O)c1c(-c2ccc(C)cc2)csc1N
 : 10	5	-0.6	4	35	-2	-1.7	27	54
34	CS(=O)(=O)c1ccc(C(=O)OCC(=O)NC23CC4CC(CC(C4)C2)C3)cc1[N+](=O)[O-]
 : 2[fluorescence artefact?]	14	0.8	2	-23	24	0.7	-8[5 µM]	2
35	CCN(CC)CCNC(=O)c1ccc(NC(=O)c2ccc(Cl)c(S(=O)(=O)N3CCCCCC3)c2)cc1
 : 1	25	-0.5	nt	-23	6	-0.3	29	-56
36	O=C(CSc1ccccc1)Nc1cccc(NC(=O)c2ccco2)c1
 : 1	19	-0.9	2	39	15	1.0	7	-8
37	CCC1=NN(C(=O)c2ccccc2Br)C(O)(c2ccc(Br)cc2)C1 (configuration not stated)
 : -12	5	-0.1	0	3	3	-1.1	0	11
38	Cc1cc2oc3c(c(=O)c2cc1C)C(c1ccc(C(C)C)cc1)N(CCCN1CCOCC1)C3=O (configuration not stated)
 : -6	7	1.3	-1	9	-20	2.2	6	-2
39	CCOc1ccc(C2C(=O)N(C3CCCCC3)CC(=O)N2CC2CCCO2)cc1OC (configuration not stated)
 : 10	nt	0.7	-3	-10	8	0.8	1	-2
40	Cc1ccc(C(C)n2cc(C(=O)NCCN3CCN(C)CC3)nn2)cc1 (configuration not stated)
 : 3	12&9	0.3	-3	4	-1	0.9	12	-7&8
41	COc1ccc2c(CC(=O)OCC(=O)c3ccc(F)cc3)coc2c1
 : -6[fluorescence artefact?]	12	-0.9	4	37	-25	-1.1	1	-1
42	Cc1ccc2oc(=O)cc(CN3CCN(C/C=C/c4ccccc4)CC3)c2c1
 : -5	13	0.8	nt	-7	-31	-1.2	7	-5
43	CCOC(=O)c1cnc(SCC(=O)c2ccc3c(c2)OCCO3)nc1N
 : 7	7	0.8	11	23	0	-0.6	3	-23
44	Cc1c(NC(=O)/C(=C/c2cccs2)NC(=O)c2ccccc2)c(=O)n(-c2ccccc2)n1C
 : 29	2	-0.1	3	1	-15	-0.2	31	7
45	CC(=O)Nc1cc(C(F)(F)F)ccc1Oc1cccc(Br)c1
 : 4	15	-1.7	3	49	-1	-1.5	-23	-12
46	Cn1c(Cn2cnc([N+](=O)[O-])n2)nnc1SCC(=O)Nc1cccc(Cl)c1
 : -9	2	0.5	-6	17	-4	-0.4	16	3
47	OCCC1CN(Cc2ccccc2-c2ccco2)CCN1C1CCCC1 (configuration not stated)
 : 0	6	-0.3	17	6	-21	0.1	14	-1
48	O=C(Cc1ccccc1)N/N=C/c1ccc(OCC(=O)Nc2ccccc2)cc1
 : 16	10	-0.3	-4	8	-5	2.3	18	19
49	COc1ccc(CCN(C)c2ccc(C(N)=O)cc2[N+](=O)[O-])cc1OC
 : -9	7	0.0	-2	12	-2	0.0	10	-20
50	CCCNC(=O)CS(=O)Cc1nc(-c2cccc(OC)c2)oc1C (configuration not stated)
 : 1	7	-0.4	0	-18	1	-0.4	14	3
51	Cc1ccccc1-n1c(-c2ccoc2C)n[nH]c1=S
 : -8[fluorescence artefact?]	2	0.0	-3	18	2	-1.3	6	16
52	Cn1cc([N+](=O)[O-])c(C(=O)Nc2cc(Oc3ccccc3)cc([N+](=O)[O-])c2)n1
 : 0[fluorescence artefact?]	6	-0.5	1	-36	12	-0.8	26	-20
53	COc1cc(-n2c(C)nc3cc(C(=O)N4CCOCC4)ccc32)cc(OC)c1OC
 : 6	10	0.8	-4	-3	-3	0.7	3	24
54	C=CCSc1nc2c(c(=O)[nH]c(=O)n2C)n1CC
 : 10	14&13	0.1	-1	-2	-21	0.0	2	49&7
55	Cc1c(NC(=O)c2ccc3c(c2)OCO3)cccc1-c1nc2ccccc2o1
 : -2	12&6	0.0	6	-8	-17	1.1	-12	14&-27
56	Cc1cccc(NC(=O)c2nnn(-c3cccc(C(F)(F)F)c3)c2N)c1
 : -8	7	1.2	-7	71*	2	0.0	8	-19
57	CNS(=O)(=O)c1cccc2nsnc12
 : 4	5	0.5	-1	32	-12	-1.6	-19	-1
58	Fc1ccc(-c2nn(-c3ccccc3)cc2CNCc2ccccc2)cc1
 : -2	6	0.2	8	101*	-14	-1.6	30	21
59	O=C(N/N=C/c1ccc(Cl)cc1Cl)c1cccc(F)c1
 : 1	nt	1.3	0	17	-18	0.7	8	-54
60	CCC(C)(C)NC(=O)C(c1ccco1)N(C(=O)Cn1nnc2ccccc21)c1ccc2c(c1)OCO2 (configuration not stated)
 : 11	13	0.3	-1	27	-7	0.2	9	19
61	COc1ccc(NC(=O)NCCN2CCc3ccccc3C2)cc1
 : 0[fluorescence artefact?]	18	0.2	4	-8	-26	0.0	8	-44
62	COc1ccc(OC)c(NC(=O)C2CC(C)=C(C)CC2C(=O)O)c1 (configuration not stated)
 : -11	3	0.9	3	12	-5	0.2	19	6
63	COc1ccc(CC2(C)OC(c3ccccc3)=NN2C(C)=O)cc1 (configuration not stated)
 : 7	4	-1.2	10	6	3	-2.4	26	6
64	COC(=O)/C(C#N)=C/c1c(-c2ccccc2)nc2n1CCS2
 : -2	9	0.6	nt	11	-1	1.5	19	-37
65	Nc1nnc(SCc2ccccc2Cl)s1
 : -7	9	-1.0	-2	-5	-23	0.2	19	-16
66	CCCCOC(=O)C(C)c1c(C)[nH]c(=S)[nH]c1=O (configuration not stated)
 : -4	14	0.5	-3	22	0	-0.1	25	5
